MazEF act – activators of E. coli MazEF toxin-antitoxin RNase, primary screen, biochemical, fluorescence, uHTS. 350,000 compounds, 0.32% hits. FAM/BHQ RNA-DNA oligo cleavage fluorescence, 5 h. activation, % at 20 µM; in the data active = activation above about 50%
Target sequence (P0AE70 whole entry, looked up): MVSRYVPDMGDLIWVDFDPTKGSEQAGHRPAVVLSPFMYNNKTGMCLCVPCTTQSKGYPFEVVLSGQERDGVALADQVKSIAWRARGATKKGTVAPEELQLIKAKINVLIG
Mtb BioA inh – M. tuberculosis BioA enzyme inhibitors, primary screen, biochemical, plate reader, single point, HTS; 7,8-diaminopelargonic acid synthase BioA (Mycobacterium tuberculosis); purified M. tuberculosis BioA enzyme; inhibition, % at 9.99 µM; 360,000 compounds, 0.096% hits; AID 602481, 2012; in the data active = inhibition above about 40%
3CLpro inhibitor – SARS-CoV 3CLpro protease inhibitors, primary screen, biochemical, quenched FRET | recombinant SARS-CoV 3CLpro, quenched FRET peptide cleavage | inhibition, % at 6 µM | 290,000 compounds, 0.14% hits | AID 1706, 2009; in the data active = inhibition above about 12%
Mtb FBA inh – Mtb FBA enzyme inhibitors, primary screen, biochemical, fluorescence, strain H37Rv; purified M. tuberculosis FBA, fluorescence read-out; 360,000 compounds, 2.3% hits; inhibition, % at 1 µM; AID 588726, 2011; in the data active = inhibition above about 27%;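 also: 0% = vehicle and 100% = reference inhibitor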
Target sequence (P9WQA3 whole entry, looked up): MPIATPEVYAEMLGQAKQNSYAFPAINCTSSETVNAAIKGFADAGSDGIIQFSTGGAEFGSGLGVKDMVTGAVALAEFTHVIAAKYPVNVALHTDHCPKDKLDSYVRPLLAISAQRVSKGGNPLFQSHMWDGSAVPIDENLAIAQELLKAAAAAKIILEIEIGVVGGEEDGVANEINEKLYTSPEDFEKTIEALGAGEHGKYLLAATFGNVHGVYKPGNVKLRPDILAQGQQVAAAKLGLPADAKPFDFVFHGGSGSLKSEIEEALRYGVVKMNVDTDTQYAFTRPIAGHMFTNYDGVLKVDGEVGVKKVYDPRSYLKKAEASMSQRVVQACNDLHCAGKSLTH
VHR inh abs – VHR1 phosphatase inhibitors, primary screen, biochemical, absorbance, uHTS. Dual specificity protein phosphatase 3 (Homo sapiens), P51452. recombinant VHR phosphatase, pNPP absorbance. inhibition, % at 13.3 µM. 290,000 compounds, 0.52% hits; in the data active = inhibition above about 50%; also: some compounds called inactive have numbers as strong as hits
Target sequence (P51452 whole entry, looked up): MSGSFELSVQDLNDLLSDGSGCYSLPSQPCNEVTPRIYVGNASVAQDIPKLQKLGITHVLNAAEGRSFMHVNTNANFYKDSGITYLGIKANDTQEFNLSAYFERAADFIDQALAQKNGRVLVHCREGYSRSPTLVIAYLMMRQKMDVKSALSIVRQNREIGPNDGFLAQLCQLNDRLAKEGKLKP
Mtb UGM inh – M. tuberculosis UGM enzyme inhibitors, primary screen, biochemical, fluorescence polarization, single point; UDP-galactopyranose mutase (Mycobacterium tuberculosis (strain ATCC 25618 / H37Rv)), …; inhibition, % at 10 µM; purified UGM, fluorescence polarization probe displacement; 320,000 compounds, 0.06% hits; AID 504406, 2011; in the data active = inhibition above about 10%, passing the limit was not always enough
SSB-PriA inh – inhibitors of Klebsiella pneumoniae PriA binding to SSB C-terminal tail, primary screen, biochemical, AlphaScreen; PriA–SSB C-terminal tail interaction (Klebsiella pneumoniae); AlphaScreen SSBct-PriA binding, biotinylated peptide; inhibition, % at 33 µM; 430,000 compounds, 0.6% hits; AID 1272365, 2023; in the data active = inhibition mostly above about 37%, no sharp cut-off; inactive = mostly below about 20%;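 also: plate controls were negative control peptide for no effect and reference peptide for full effect; strong numbers were not always called active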
GDH-TPI inh – GDH-TPI coupling enzyme inhibitors, primary screen, artefact control for M. tuberculosis FBA inhibitor project, biochemical, absorbance, full deck; GDH-TPI coupled enzyme counterscreen, NADH absorbance; inhibition, % at 4.8 µM; 360,000 compounds, 1.2% hits; in the data active = inhibition above about 30%;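 also: 0% = DMSO wells and 100% = wells lacking the enzyme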
Rv3671c protease – Rv3671c serine protease inhibitors, primary screen, biochemical, fluorescence polarization, M. tuberculosis H37Rv; P9WHR9; inhibition, % at 5.96 µM; 320,000 compounds, 0.048% hits; AID 2606, 2010; in the data active = inhibition above about 38%;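 also: extracellular domain of Rv3671c used as enzyme; 0% = enzyme with DMSO and 100% = no enzyme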
Target sequence (P9WHR9 whole entry, looked up, the tested form may be a part): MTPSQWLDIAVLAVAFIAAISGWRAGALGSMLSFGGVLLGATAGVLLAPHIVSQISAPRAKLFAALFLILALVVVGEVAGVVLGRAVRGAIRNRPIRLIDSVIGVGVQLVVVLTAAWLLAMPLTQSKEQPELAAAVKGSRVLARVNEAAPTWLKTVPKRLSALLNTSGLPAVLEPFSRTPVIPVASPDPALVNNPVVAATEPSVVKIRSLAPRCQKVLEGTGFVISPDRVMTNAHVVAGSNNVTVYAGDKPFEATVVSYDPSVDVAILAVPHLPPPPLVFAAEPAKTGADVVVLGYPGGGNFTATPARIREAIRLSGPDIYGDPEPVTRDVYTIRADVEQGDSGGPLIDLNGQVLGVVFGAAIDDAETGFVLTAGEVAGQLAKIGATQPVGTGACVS
BH1578 lux ind – inducers of Vibrio cholerae quorum light production without autoinducers, primary screen, BH1578 luxS cqsA deficient, single point. V. cholerae BH1578 lux reporter, luminescence, 6 h. activation, % at 18.7 µM. 350,000 compounds, 0.16% hits; in the data active = activation mostly above about 9.7%, no sharp cut-off; also: not every result past the cut was called active; inactives centre near 0; reference of the scale not given here
* hit, by the source's call; i = inactive; . = no result given; + = active, no number; & = joins results of further samples. A portion of the library, so the mix of outcomes need not match the whole.

SMILES	MazEF act	Mtb BioA inh	3CLpro inhibitor	Mtb FBA inh	VHR inh abs	Mtb UGM inh	SSB-PriA inh	GDH-TPI inh	Rv3671c protease	BH1578 lux ind
CN(C)S(=O)(=O)c1ccc(N2CCCC2)c(C(=O)Nc2ccc(Br)cc2F)c1	1	-0.6	.	0	.	0.9	7	6	5	-3.7
O=C(c1ccc(CNS(=O)(=O)c2ccc(Br)cc2)cc1)N1CCCC1	-8	.	-1	-1	7	0.9	-3	6	-8	i
CC(=O)c1ccccc1NC(=O)Cn1c(=O)cnc2ccccc21	-5	-4.2	7	6	-7	-0.2	-19	9	-3	-0.3
CC(C)N(Cc1nnc(-c2ccc(Cl)cc2)o1)C(=O)C1=COCCO1	-6	2.2	.	-3	.	1.2	-5	2	2	i
CC(C)NC(=O)CSc1nnc(-c2ccc3ncccc3c2)n1C	8	2.2	0	4	23	2.0	-7	0	17	0.6
O=C(N/N=C\c1ccc(Cl)s1)C1COc2ccccc2O1 (centres undefined)	1	-0.8	1	0	14	9.3	.	-15	-2	i
C#CCN(C[C@@H]1[C@@H](OC(=O)Nc2cccs2)[C@@H](OC(=O)Nc2cccs2)Cn2c(=O)n(CCCCCC)c(=O)n21)S(=O)(=O)c1ccc(C)cc1	-4	-1.6	.	-3	.	.	.	-3	.	-0.4
COc1cc(/C=C/C(=O)OCC(=O)NCc2ccco2)ccc1OCC#N	4	.	7	6	20	1.7	-7	2	4	i
CC(C)(CC1(C)NC(=O)NC1=O)OCc1ccccc1 (centres undefined)	5	-0.2	.	-1	.	.	-9	-1	.	-1.0
Cc1ccc(C2=NN(CC(=O)NCCC(C)C)C(=O)CC2)cc1	-9	10	-2	-4	14	0.3	-5	-4	3	-1.4
Cc1ccc(NC(=O)CSc2nnc(CCCCCNC(=O)OC(C)(C)C)o2)c(C)c1	7	-2.1	2	1	9	-0.1	3	4	-4	-0.6
CCN(CCO)Cc1csc2cccc(Br)c12	-2	.	0	-4	16	1.4	-4	1	-1	i
OCCC1CN(Cc2nc3c(s2)CCCC3)CCN1Cc1ccccc1 (centres undefined)	0	1.4	-5	4	5	0.9	8	4	11	-3.3
C=C(C)CNC(=S)Nc1ccc(S(=O)(=O)Nc2cnc3ccccc3n2)cc1	3	.	6	5	14	3.0	-7	23	3	-0.1
O=C(/C=C/c1ccccc1)Oc1cccc2cccnc12	0	-1.8	5	2	-3	1.1	-12	3	16	-0.5
CCCCSc1nc(C)cc(SCC(=O)N/N=C/c2cccc(OC)c2O)n1	0	-1.2	4	6	13	3.5	.	-5	-7	5.9
COC(=O)N/N=C1/C/C(=N\NC(=O)OC)c2ccccc21	2	-1.5	-4	-3	16	1.7	.	5	-14	i
Nc1nnnn1/N=C/c1ccco1	0	-1.6	-2	-1	14	-3.2	.	-3	4	-0.2
COc1ccc(/C=N/Nc2nc(-c3ccc(C)cc3)c(NC(C)=O)s2)cc1OC	-4	.	2	6	0	-1.5	i	1	-4	-0.4
O=C(Nc1ccncc1)c1ccc2c(c1)C(=O)N(CC1CCCO1)C2=O (centres undefined)	-1	-0.8	-3	2	11	.	-8	1	-10	i
Cc1cccc(NC2=Nc3ccccc3N3C2=Nc2c(c(C)nn2-c2ccccc2)C3c2ccc(O)c(O)c2)c1 (centres undefined)	-7	.	-2	0	23	0.6	-35	13	-16	1.7
CCN(CC(=O)NC(C)(C)C)C(=O)CCl	4	0.7	1	-2	1	-1.4	-7	-6	6	-0.2
CCc1ccc(NC(=O)c2noc3c2CCc2ccccc2-3)cc1	0	.	5	0	-13	-0.8	-17	-4	-4	-0.7
O=C(O)CCC(=O)N1CCc2cc(S(=O)(=O)N3CCC(Cc4ccccc4)CC3)ccc21	-2	-0.8	1	2	0	-1.4	-8	1	9	-0.3
Cc1cccc(N(C(=O)c2csnn2)C(C(=O)NCc2ccccc2)c2ccc(C)o2)c1 (centres undefined)	3	2.5	0	0	2	-1.6	8	-13	-4	-0.3
COc1ccc(C(=O)COC(=O)CN2C(=O)NC3(CC(C)CC(C)(C)C3)C2=O)c(OC)c1 (centres undefined)	4	-1.2	.	2	.	.	11	11	-8	0.6
Cc1ccc(S(=O)(=O)NC(Cc2ccccc2)C(=O)O)cc1C (centres undefined)	2	-0.4	0	1	0	-0.2	1	-11	-1	-0.6
O=C(Nc1ccccc1Cl)NC1(C(=O)NCc2ccncc2)CCCCC1	2	-0.7	-1	5	42	1.9	5	-4	12	-0.4
O=C(O)C1CCCCC1C(=O)Nc1nc(-c2ccc(Cl)s2)cs1 (centres undefined)	-10	.	8	4	-16	1.7	-8	12	-3	0.5
Cc1cc(OCC(=O)NCc2ccccn2)c2c(C)c(Cc3ccccc3)c(=O)oc2c1	21	-0.3	2	21	25	-1.3	-4	2	-16	-0.4
CSc1ccc(CN2CCC(C(=O)NCc3ccc(C)cc3)CC2)cc1	0	.	0	2	-13	2.8	0	-7	4	-0.4
NC(=O)C1CCN(C(=O)c2cn(-c3ccccc3)nc2-c2cccnc2)CC1	6	-1.3	.	2	.	-2.3	-4	5	0	-2.3
Cn1nc(C(C)(C)C)cc1NC(=O)C1(C)CCN1C(=O)C1(c2ccccc2)CC1 (centres undefined)	.	1.3	.	-1	.	.	.	-4	.	0.8
O=C1CSC(c2ccco2)N1 (centres undefined)	3	-0.2	-9	1	11	-2.0	1	-6	-3	-8.0
CC1(C)Nc2ccccc2C(=O)N1NS(=O)(=O)c1ccccc1	4	.	1	29*	0	0.0	-17	4	4	-0.2
O=C(NC1CC1)c1ccc(S(=O)(=O)NCC2CCCCC2)cc1	10	-1.4	4	-4	29	0.7	-7	-1	-8	i
CCc1c(C)c2cc(Cl)c(O)c(CN(CC)CC)c2oc1=O	5	1.1	-4	+	13	0.2	-29	13	6	11
COC(=O)[C@@]1(Cc2ccccc2)[C@H]2C(=O)N(C)C(=O)[C@H]2[C@H]2CN=C(SC)N21	10	0.3	.	-1	.	.	2	7	.	-3.1
O=C(Nc1cccc([N+](=O)[O-])c1)c1ccc2ccccc2c1O	2	-0.9	1	-1	19	-0.2	-6	4	-4	-0.6
COc1ccccc1Nc1ccc(NC(=O)c2cccc([N+](=O)[O-])c2C)cc1	-10	1.6	7	-1	.	-3.0	-8	3	14	i
COc1cc(OC)cc(-c2c(C#Cc3ccsc3)c3cc(-c4cc(F)cc(F)c4)ccc3n2C)c1	-8	-3.3	.	0	.	0.1	3	8	-6	1.3
CC(O)CNC(=S)Nc1ccccc1 (centres undefined)	-12	-0.5	-3	1	20	2.0	0	-4	2	i
c1ccc(-c2ccc(OCCN3CCOCC3)cc2)cc1	6	0.4	2	-1	1	1.3	-9	-3	-2	-2.4
Cc1ccc(C)c(NC(=O)CN(C)C(=O)c2ccc(Cl)nc2)c1	-16	2.0	-1	1	7	0.6	-8	1	-7	i
CCc1c(C)[nH]n(CCC#N)c1=O	3	0.6	-2	-1	40	-1.6	4	8	-13	-0.3
Cc1ccc(S(=O)(=O)N2CCN(C(=O)CN3CCN(c4ccc(O)cc4)CC3)CC2)cc1	-5	-1.2	.	4	.	.	2	7	.	i
O=C(c1ccccc1NS(=O)(=O)c1ccc(F)cc1)N1CCOCC1	9	-0.3	-3	-2	15	-0.3	-21	2	-5	-0.8
CC(=O)CSc1nsc(SCC(C)=O)c1C#N	1	-0.2	0	1	18	0.0	-9	17	8	i
CCOc1ccc(S(=O)(=O)N(CC)CC(=O)NCc2ccccn2)cc1C	-22	-3.9	-8	0	35	0.9	-2	-1	-11	-0.3
Cc1cc(C(=O)N(Cc2nnc(-c3ccc(Cl)cc3)o2)C(C)C)c2ccccc2n1	0	1.0	.	1	.	0.1	-6	3	0	3.1

Single records, from the list above. Order of values: MazEF act, Mtb BioA inh, 3CLpro inhibitor, Mtb FBA inh, VHR inh abs, Mtb UGM inh, SSB-PriA inh, GDH-TPI inh, Rv3671c protease, BH1578 lux ind
Profile of c1ccc(-c2ccc(OCCN3CCOCC3)cc2)cc1 = 6, 0.4, 2, -1, 1, 1.3, -9, -3, -2, -2.4
Profile of O=C(c1ccccc1NS(=O)(=O)c1ccc(F)cc1)N1CCOCC1 = 9, -0.3, -3, -2, 15, -0.3, -21, 2, -5, -0.8
Profile of CCc1c(C)[nH]n(CCC#N)c1=O = 3, 0.6, -2, -1, 40, -1.6, 4, 8, -13, -0.3
Profile of Cc1cc(C(=O)N(Cc2nnc(-c3ccc(Cl)cc3)o2)C(C)C)c2ccccc2n1 = 0, 1.0, ., 1, ., 0.1, -6, 3, 0, 3.1
Profile of CCOc1ccc(S(=O)(=O)N(CC)CC(=O)NCc2ccccn2)cc1C = -22, -3.9, -8, 0, 35, 0.9, -2, -1, -11, -0.3

Next compounds
SMILES	MazEF act	Mtb BioA inh	3CLpro inhibitor	Mtb FBA inh	VHR inh abs	Mtb UGM inh	SSB-PriA inh	GDH-TPI inh	Rv3671c protease	BH1578 lux ind
Cc1[nH]c2ccccc2c1C(=O)COC(=O)c1ccc2c(=O)n3c(nc2c1)CCC3	5	0.6	-2	3	30	-1.2	-7	7	-9	-0.4
COc1ccc(C)cc1NC(=O)CSc1nnc(CC(=O)Nc2cccc(C(F)(F)F)c2)n1C	5	-1.4	-4	0	-25	.	-6	0	4	2.2
Cc1cc(O)cc(=O)n1C	0	.	4	0	23	0.6	-22&-4	-6	4	i
CC(C)Sc1nc(N)nc2c1ncn2C1OC(CO)C(O)C1O (centres undefined)	3	0.8	.	5	.	.	2	4	.	-0.1
CCCCN(CCCNC(=O)CN1C(=O)COc2ccccc21)c1ccccc1	0	0.2	0	-3	-13	-2.4	18	-3	6	i
NNC(=O)Cn1c2ccccc2c2ccccc21	7	0.2	0	6	21	0.7	3	-4	-1	0.8
CCn1c(C(=O)NCc2cccnc2)cc2sc(Cl)cc21	7	0.6	5	3	-14	1.1	0	13	5	-0.4
CC(=O)Nc1cccc(-c2cc(NC(C)=O)c3ncc(-c4ccccc4)n3c2)c1	.	0.6	.	9	.	.	.	3	.	i
Cc1ccc(S(=O)(=O)N2CCC(C(=O)N(C)C3CCS(=O)(=O)C3)CC2)cc1 (centres undefined)	7	-0.2	2	4	20	1.8	-9	6	2	i
Cc1ccc([N+](=O)[O-])cc1NC(=O)c1cccs1	7	.	2	-2	6	2.6	-5	5	3	-0.3
Oc1cccc(Nc2ncnc3c2oc2ccccc23)c1	8	.	1	1	10	1.3	1	26	-9	-0.9
Cn1c(N2CCOCC2)c(/C=N/OC(=O)c2ccc(F)cc2)c2ccccc21	2	-0.1	-2	0	18	2.8	.	-5	-4	.
Cc1ccc2c(C)c(C(=O)N(Cc3ccc(N(C)C)cc3)C3CCS(=O)(=O)C3)oc2c1 (centres undefined)	8	0.7	-3	-1	6	-2.9	39*	-13	10	-0.2
CC1C(=O)OC2CCN3CC4OC4(COC(=O)C(C)(O)C1(C)O)C23 (centres undefined)	6	.	.	-2	.	.	9	-5	.	1.1
Cc1ccc(N2CC(C(=O)NC3=NCCS3)CC2=O)cc1C (centres undefined)	4	-1.4	-10	0	35	-2.3	-8	4	-1	-0.8

As entered above.
3CLpro inhibitor, Cn1c(N2CCOCC2)c(/C=N/OC(=O)c2ccc(F)cc2)c2ccccc21 : -2
Mtb UGM inh, Oc1cccc(Nc2ncnc3c2oc2ccccc23)c1 : 1.3
